# Screens deposited in PubChem by National Center for Advancing Translational Sciences (NCATS).
# TDP1 block – blocks human tyrosyl-DNA phosphodiesterase 1; recombinant TDP1, AlphaScreen DNA substrate cleavage; AID 485290; 350,000 tested, 0.28% active; Q9NUW8; Potency, µM (titrated, usually from 130 µM), without a hit: top-dose activity change, negative = inhibition, usual class: inhibitors; note: nearly all actives have a fitted effect of over 40% in size
#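 Enzyme-compound mixtures sat 15 min at room temperature, followed by a 5 min reaction with 15 nM final substrate and 10 min with AlphaScreen beads. Recombinant human Tdp1 was used at 1 nM final.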
# TDP1 cell noCPT – qHTS for Inhibitors of human tyrosyl-DNA phosphodiesterase 1 (TDP1): qHTS in cells in absence of CPT; DT40 Tdp1-/- hTDP1 cells, no CPT, ATP luminescence, 48 h; Potency, µM (highest dose often 46.2 µM), inactives show at the top dose activity change, negative = growth inhibition, actives largely listed as inhibitors; 420,000 tested, 15% active; AID 686978, 2013; note: nearly all actives have a fitted effect of over 55% in size
#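 Chicken DT40 Tdp1-/- cells complemented with human TDP1, screened without camptothecin (DMSO vehicle only), 400 cells/well. Compounds pin-transferred, cells incubated at 37 °C for at least 48 hr. Growth read as ATP-dependent luminescence (CellTiter-Glo, 30 min at RT).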
# KAT2A inh – inhibitors of human GCN5L2 histone acetyltransferase. AID 504327. 390,000 tested, 0.21% active. GCN5L2 HAT assay, ThioGlo1 CoA-SH fluorescence. Potency, µM (series often up to 58.9 µM), for the others: at the top dose activity change, negative = inhibition, most hits filed as inhibitors
# Target sequence (Q92830 whole entry, looked up): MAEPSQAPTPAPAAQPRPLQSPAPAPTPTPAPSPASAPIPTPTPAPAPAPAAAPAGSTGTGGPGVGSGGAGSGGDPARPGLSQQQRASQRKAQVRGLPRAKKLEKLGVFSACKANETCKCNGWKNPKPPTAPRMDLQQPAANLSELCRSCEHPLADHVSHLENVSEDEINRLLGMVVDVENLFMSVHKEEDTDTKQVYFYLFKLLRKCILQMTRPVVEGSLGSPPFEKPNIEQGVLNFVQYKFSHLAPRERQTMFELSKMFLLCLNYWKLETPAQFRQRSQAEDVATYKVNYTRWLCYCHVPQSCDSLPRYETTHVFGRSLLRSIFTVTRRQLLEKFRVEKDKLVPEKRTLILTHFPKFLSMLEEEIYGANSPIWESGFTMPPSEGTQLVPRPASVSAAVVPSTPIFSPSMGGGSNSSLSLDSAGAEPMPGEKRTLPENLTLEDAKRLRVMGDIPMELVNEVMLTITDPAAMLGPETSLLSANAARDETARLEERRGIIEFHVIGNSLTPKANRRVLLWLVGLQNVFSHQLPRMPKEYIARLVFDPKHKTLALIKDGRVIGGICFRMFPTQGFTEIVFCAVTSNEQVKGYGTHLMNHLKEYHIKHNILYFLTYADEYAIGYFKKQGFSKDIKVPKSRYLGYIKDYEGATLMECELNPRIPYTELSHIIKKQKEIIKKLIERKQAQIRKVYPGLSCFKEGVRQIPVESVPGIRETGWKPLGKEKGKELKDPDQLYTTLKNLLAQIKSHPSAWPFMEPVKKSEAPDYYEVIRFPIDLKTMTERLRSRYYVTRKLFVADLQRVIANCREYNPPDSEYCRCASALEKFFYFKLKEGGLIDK
#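 Fluorescence readout, Ex340nm/Em540nm: ThioGlo1 (50uM final) reacts with free CoA thiol released as 20nM GCN5L2 acetylates H3(1-25) peptide (75uM) using acetyl-CoA (70uM). Compound and enzyme sat 15 min beforehand; 20 min room-temperature reaction.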
# * = called active by the depositor; ? = inconclusive; · = no result given; & = joins results of further samples; [ ] = dose if it differs, or a comment. Calls come from the whole dose curve; as a rule, active = well fitted curve in the direction sought with a large enough effect; inconclusive = small, poorly fitted or top-dose-only effect, or another doubt; inactive = no such curve, though single readings can be large; an effect the other way counts as inactive or inconclusive. % is set by controls: 0 for no effect and ±100 for the full control effect; potency is the fitted concentration of half-maximal effect. An excerpt; rates above refer to the full screens.
SMILES,TDP1 block,TDP1 cell noCPT,KAT2A inh
CC(C)(C)OC(=O)N1CCC(c2c(C(=O)N3CCCCC3)cnn2-c2cccc(F)c2)CC1,-2%,-6%,-2%
Cc1cc(=O)[nH]c(SCC(=O)N2CCCc3ccccc32)n1,2%,-1%,1%
Cc1csc(SCC(=O)Nc2cccc(S(=O)(=O)N3CCCC3)c2)n1,1%,?,-5%
O=C(NC1(C(=O)NC2CCCCC2)CCCCC1)c1ccccn1,0%,-21%,-9%
c1ccc(N2CCN(c3nc4cc5c(cc4s3)OCO5)CC2)cc1,1%&0%,-26%&-25%,-9%
CC(NCC(=O)Nc1ccccc1C(=O)NC1CC1)c1cccs1 (centres undefined),1%,-18%,-2%
CSc1ccccc1NC(=O)CSc1nncs1,-1%,1%,-3%
Cc1ccc(C=Nc2ccccc2C(N)=O)cc1,-1%,3.2µM*,2%[0.501 µM]
O=C(CCC(=O)c1cccs1)NCC(c1ccc(F)cc1)N1CCOCC1 (centres undefined),0%,4%,0%
CCc1ccc(-c2nn(CC(=O)NCc3ccccc3)c3c2cnc2ccc(C)cc23)cc1,1%,-13%,-5%
CC[C@@]1(C(=O)OC)N[C@H](CN(C)S(=O)(=O)c2ccc(OC)cc2)[C@@H]2C(=O)N(C)C(=O)[C@@H]21,0%,10%,-4%
C/C(=N\NC(=O)C(=O)Nc1cc(Cl)ccc1Cl)c1ccncc1,2%,22%,4%
O=C(CNc1cccc(C(F)(F)F)c1)N/N=C/c1ccccc1C(=O)O,3%,2%,2%
CCCCc1ccc(NC(=S)N2CCC(O)CC2)cc1,6%,0%,-10%
COc1cccc(CNC(=O)CCC2CCCN(C(=O)CCC(F)(F)F)C2)c1 (centres undefined),6%,-26%,-10%
CCOC(=O)C1(Cc2ccccc2C(F)(F)F)CCN(Cc2ccon2)CC1,6%,15µM*,-1%
CC(C)Oc1ccccc1C1NC(=O)CCC1[N+](=O)[O-] (centres undefined),·,-8%,1%
Cc1sc2ncnc(N3CCC(C(=O)NNC(=O)c4ccc(Cl)cc4)CC3)c2c1C,-15%,15µM*,-9%
O=C(N/N=C/c1ccc(O)cc1O)c1ccncc1,·,4.6µM*,-3%
CN1CCCN(C(=O)c2cc3c(s2)CCCC3)CC1,1%,-3%,-15%
Cc1noc(NS(=O)(=O)c2ccc(N/C=C\C(=O)c3ccccc3)cc2)c1C,0%,-21%,-12%
O=C(Nc1ccccc1N1CCN(C(=O)c2ccccc2)CC1)c1ccc2c(c1)OCO2,8%,?,-2%
CCC(C)c1c(O)nc(SCc2ccccc2)[nH]c1=O (centres undefined),8%,-19%,·
Cc1ccc(CN2CCN(Cc3cnc(C)s3)CC2CCO)cc1 (centres undefined),3%,-13%,-1%
Cc1ccc(OCC(=O)c2ccc3c(c2)CCCC3)cc1C,-6%,?,?

# Additional compounds.
SMILES,TDP1 block,TDP1 cell noCPT,KAT2A inh
Cc1cc(NC(=O)CSc2nnc(-c3ccncc3)n2N)ccc1Br,4%,-1%,-2%
Cc1nn2c(-n3ccnc3)c3c(nc2c1-c1ccccc1)CCC3,4%,-10%,-5%
Cc1ccc(S(=O)(=O)/N=C(/Nc2cccc(O)c2)c2ccccc2)cc1,·,?,-9%
COC(=O)Cc1c(C)nc2nc(-c3ccc(C)cc3)[nH]n2c1=O,6%&5%,?,2%&0%
Cc1ccc(S(=O)(=O)Nc2cc(Cl)c3oc4c(c3c2)CCCC4)cc1,0%[12.3 µM],13µM*,?
N#Cc1cnn(Cc2ccccc2)c1/N=C/N1CCOCC1,5%,-5%,0%
COc1ccc(OC)c(C2/C(=C(/O)c3ccccc3)C(=O)C(=O)N2Cc2ccco2)c1 (centres undefined),0%,11%,1%
O=C(NCc1ccccc1)C(=O)Nc1ccc2nc3n(c(=O)c2c1)CCCCC3,0%,-18%,-2%
Cc1cccc(C)c1OCCNC(=O)c1ccc2ccccc2n1,3%,16µM*,8%
Cc1cc(C)nc(N2CCC(CNC(=O)CCc3ccccc3)CC2)n1,6%,21µM*,-29%
COc1ccccc1OCc1nnc(SCC(=O)Nc2ccc(N3CCOCC3)cc2)n1C,-7%[0.0935 µM],-12%,1%
COCCNc1nnc(Cc2ccc(Cl)cc2)c(=O)[nH]1,·,22%,26%
C=CCOC(=O)C1=C(C)OC(N)=C(C#N)C1c1ccc2c(c1)OCO2 (centres undefined),-1%,16µM*,-8%
CCOc1ccc(-n2c(=O)c3c(C)c(C)sc3n(Cc3cc(=O)n4cc(Cl)ccc4n3)c2=O)cc1,1%,?,-8%
CC(=O)Oc1cccc(O)c1,7%[56.1 µM],-24%,5%
Cc1cc(C)n(CC(=O)NNC(=O)CCCOc2ccc(Cl)cc2C)n1,-2%,?,-3%
CC(O)(C#CCN1CCOCC1)c1ccccc1 (centres undefined),-1%,-2%,0%
Cc1ccc(SCC(=O)N2CCc3ccccc32)cc1,1%,-10%,-7%
CCOC(=O)c1nnn(-c2nonc2N)c1CN1CCCC1,·,15%,0%
CC(C)(C)c1ccc(C(=O)N2CCC(C(=O)NCCC3=CCCCC3)CC2)cc1,1%,18µM*,-11%
O=C(CSc1nccc(=O)[nH]1)Nc1ccc2c(c1)OCCO2,-5%,-23%,-4%
O=C(NCc1ccccc1)c1ccc(CSc2nc3cccnc3n2Cc2ccccc2)cc1,10%,18µM*,-7%
O=C(O)CCc1nn2c3ccccc3n(CC(=O)O)c2nc1=O,8%,?,9%
CCOc1ccc(C(=O)Nc2c3c(nn2C(C)(C)C)CSC3)cc1OCC,0%,-3%,-23%
c1ccc2c(Cc3c[nH]c4ccccc34)c[nH]c2c1,20%,3%,3%&-4%&13%

# (next part)
SMILES,TDP1 block,TDP1 cell noCPT,KAT2A inh
O=C(Nc1cccc(C(F)(F)F)c1)c1cc2nc(-c3ccccc3)cc(C(F)(F)F)n2n1,-3%[12.3 µM],2%,-8%
CCCSc1nc(=S)n(Cc2ccccc2)c(C)c1C(C)=O,11%,23µM*,1%
COc1cc(C(C(=O)NC2CCCCC2)N(Cc2cccs2)C(=O)Cc2c[nH]c3ccccc23)cc(OC)c1OC (centres undefined),3%,21µM*,-3%
COC(=O)c1cc2sc(C)cc2n1Cc1ccccc1,-5%,?,-2%
Cc1oc(-c2ccc(Cl)cc2)nc1CN1CCCC(C(=O)NCCc2ccc(Cl)cc2)C1 (centres undefined),5%,5.8µM*,-8%
CCCn1c2ccccc2c2cnn(CC(=O)NCCOC)c(=O)c21,·,-15%,11%
COc1ccc(-c2oc3ccccc3c(=O)c2OC(C)=O)cc1,0%,16µM*,-8%
CCN(CCn1cccn1)Cc1nc(-c2ccccc2)no1,2%,?,9%
CC1CCN(C(=O)COC(=O)CSc2ccc(C(N)=O)cc2[N+](=O)[O-])CC1,·,-5%,-7%
CC(=O)Nc1cc(C(=O)CSc2nnc(C3CC3)n2C2CC2)ccc1O,-15%,6%,-26%
C1CN(c2nc3nonc3nc2N2C[C@H]3CC[C@H]2C3)CCS1,0%,-5%,-8%
Cn1nnnc1SCC(=O)N1N=C(c2cccs2)CC1c1cccs1 (centres undefined),1%,?,-5%
CCCN(C(=O)Cc1coc2cc(OC)ccc12)C1CCS(=O)(=O)C1 (centres undefined),0%,-3%,2%
Cc1cc(C)n2nc(CNS(=O)(=O)c3ccc(CC(C)C)cc3)nc2n1,·,-20%,8%
O=C(Cn1nnc2ccccc21)c1ccc(Cl)cc1,-5%,-23%,-3%
O=C(CCl)N(Cc1ccccc1)c1ccccc1,-3%,5.8µM*,-7%
COc1ccc(Cl)cc1N=C1NC(=O)CC(C(=O)Nc2ccccc2C(F)(F)F)S1 (centres undefined),6%,·,0%
Cc1cccc(C(=O)N2N=C(c3ccc(NS(C)(=O)=O)cc3)CC2c2cccs2)c1 (centres undefined),·,-19%,-8%
Nn1c(SCC(=O)NCc2ccccc2)nnc1C1CC1,2%,6%,2%
CS(=O)(=O)c1ccc(Cn2c3c(c4cc(F)cc(F)c42)CCC[C@H]3CC(=O)O)cc1,14%[56.1 µM],-7%,-16%
CC(=O)c1ccc(N2C(=NC(=O)CCc3ccccc3)SC3CS(=O)(=O)CC32)cc1 (centres undefined),3%,9%,-18%
COc1ccc(S(=O)(=O)NCC2(N3CCOCC3)CCCCC2)cc1OC,·,-17%,1%
CCn1c2ccccc2c2cc(N=C3SC(CC(=O)Nc4ccccc4)C(=O)N3C)ccc21 (centres undefined),2%,?,-8%
CC1CC=C(c2ccccc2)C(=S)N1 (centres undefined),·,?,-2%
Cc1ccccc1N1C(=O)c2cc(S(N)(=O)=O)c(Cl)cc2NC1C (centres undefined),9%&10%[56.1 µM],-5%&-4%&-2%&-4%,-3%&-5%&-11%

# Following part
SMILES,TDP1 block,TDP1 cell noCPT,KAT2A inh
Cc1cccn2c(CN3CCCN(C=O)CC3)c(C(=O)N(C)CCc3ccccc3)nc12,2%,-15%,-4%
COc1cccc(NC(=O)COc2cccc3c2CCNC3=O)c1,·,-28%,2%
Cc1ccc(N2C(=O)SC(N(CC(=O)O)c3cccc(C)c3)C2=O)cc1 (centres undefined),-12%,-6%,-3%
Cc1ccc(CSCc2ccc(C(=O)NC3CCCC3)o2)cc1,0%,-2%,-6%
C=CCNC(=O)c1ccccc1NC(=O)c1ccccc1SC,4%,-15%,-5%
COc1ccc(NC(=O)c2oc3ccccc3c2NC(=O)c2ccco2)cc1,5%,18µM*,-10%
CCC(C)NC(=S)Nc1ccc(C(=O)OC)cc1 (centres undefined),-4%,?,15%
CCOC(=O)/C=C/[C@H]1Cc2ccccc2CO1,-4%,-3%,-2%
Cc1ccc2[nH]c3c(=O)n(CC(=O)NC(C)C)ncc3c2c1,4%,4%,18%
CC1(C)Cc2c(sc3c2c(N)nc(=S)n3Cc2ccc(Br)cc2)CO1,·,-11%,2%
C=C1/C(=C\C=C2/CCC[C@]3(C)[C@@H]([C@H](C)CCCC(C)(C)O)CC[C@@H]23)C[C@@H](O)C[C@@H]1O,2%&0%,·,-9%&-5%
CCCn1c(N)c(Sc2ccc(Cl)cc2)c(=O)n(CCC)c1=O,12%,?,3%
CSc1ccc(CN(C)Cc2nc3cc(C(F)(F)F)ccc3c(=O)[nH]2)cc1,5%,?,-9%
CCCc1nc2ccc(NC(C)=O)cc2c(=O)n1Cc1ccccc1Cl,5%,?,-4%
CC(C)Cc1cc(CN2CCC(CO)(Cc3ccccc3)CC2)[nH]n1,0%,-11%,-2%
COC(=O)c1c(-c2ccccc2)nn(-c2ccccc2)c1C(=O)OC,·,?,?
COCCCNC(=O)CCn1c(=O)c2ccccc2n(CC(=O)Nc2c(C)cccc2C)c1=O,5%,-8%,-10%

# Structural class, those above containing a Cl atom.
SMILES,TDP1 block,TDP1 cell noCPT,KAT2A inh
C/C(=N\NC(=O)C(=O)Nc1cc(Cl)ccc1Cl)c1ccncc1,2%,22%,4%
Cc1sc2ncnc(N3CCC(C(=O)NNC(=O)c4ccc(Cl)cc4)CC3)c2c1C,-15%,15µM*,-9%
Cc1ccc(S(=O)(=O)Nc2cc(Cl)c3oc4c(c3c2)CCCC4)cc1,0%[12.3 µM],13µM*,?
COCCNc1nnc(Cc2ccc(Cl)cc2)c(=O)[nH]1,·,22%,26%
CCOc1ccc(-n2c(=O)c3c(C)c(C)sc3n(Cc3cc(=O)n4cc(Cl)ccc4n3)c2=O)cc1,1%,?,-8%
Cc1cc(C)n(CC(=O)NNC(=O)CCCOc2ccc(Cl)cc2C)n1,-2%,?,-3%
Cc1oc(-c2ccc(Cl)cc2)nc1CN1CCCC(C(=O)NCCc2ccc(Cl)cc2)C1 (centres undefined),5%,5.8µM*,-8%
O=C(Cn1nnc2ccccc21)c1ccc(Cl)cc1,-5%,-23%,-3%
O=C(CCl)N(Cc1ccccc1)c1ccccc1,-3%,5.8µM*,-7%
COc1ccc(Cl)cc1N=C1NC(=O)CC(C(=O)Nc2ccccc2C(F)(F)F)S1 (centres undefined),6%,·,0%
Cc1ccccc1N1C(=O)c2cc(S(N)(=O)=O)c(Cl)cc2NC1C (centres undefined),9%&10%[56.1 µM],-5%&-4%&-2%&-4%,-3%&-5%&-11%
CCCn1c(N)c(Sc2ccc(Cl)cc2)c(=O)n(CCC)c1=O,12%,?,3%
CCCc1nc2ccc(NC(C)=O)cc2c(=O)n1Cc1ccccc1Cl,5%,?,-4%

# An excerpt of these results, with tabs.
canonical_smiles	TDP1 block	TDP1 cell noCPT	KAT2A inh
CC(=O)Nc1cc(C(=O)CSc2nnc(C3CC3)n2C2CC2)ccc1O	-15%	6%	-26%
Cc1cc(=O)[nH]c(SCC(=O)N2CCCc3ccccc32)n1	2%	-1%	1%
